Spn PMK inh: inhibitors of Streptococcus pneumoniae phosphomevalonate kinase; inhibition, % at 10 µM; purified PMK, PK/LDH-coupled NADH absorbance 340 nm; 65,000 tested, 0.49% active; AID 539;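 active means top-ranked compounds by inhibition in the single 10 µM screen, taking a fixed number of the strongest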;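 further: 0% = full reaction with DMSO carrier and 100% = background rate without enzyme reaction; no value below 0 was filed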
HT1080 cytotoxicity: HT1080 cell viability loss – fluorescence readout (AID 620). cytotoxicity, % at 10 µM; hits with a dose series show EC50 in µM. 87,000 tested, 0.42% active. HT1080 viability, fluorescence; higher % means a stronger effect;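 further: cells exposed to compound overnight then 4 h with Alamar Blue; 0% = vehicle DMSO and 100% = killing control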
TNAP inhibition: inhibition of tissue-nonspecific alkaline phosphatase – biochemical, luminescent (AID 518) | one-dose inhibition, % at 20 µM; IC50 in µM for titrated hits | 64,000 tested, 0.09% active | purified TNAP enzyme, luminescent substrate readout; higher % means a stronger effect; in the data active means a potency from the dose series; inactive means the rest, 99 in 100 with inhibition below about 22%;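 further: plate controls were vehicle for no effect and reference inhibitor for full effect; many of its hits are not listed in these tables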
Bfl-1 inhibitors: displacement of Bid BH3 peptide from Bfl-1 – biochemical, fluorescence polarization, FITC-Bid, mouse, primary screen (AID 432). displacement, % at 20 µM, or IC50 in µM where a hit was titrated. FITC-Bid BH3 peptide fluorescence polarization displacement; higher % means a stronger effect. 64,000 tested, 0.02% active; in the data active means a potency from the dose series; inactive means the rest, 99 in 100 with displacement below about 15%; further: strong numbers were not always called active
KRASV12 cytotoxicity: viability loss of HPDE-C7K cells – cell-based, fluorescence, HTS, primary screen (AID 431). HPDE-C7K KRASV12 cells, Alamar Blue viability, 48 h; higher % means a stronger effect. one-dose cytotoxicity, % at 10 µM; EC50 in µM for titrated hits. 63,000 tested, 1.7% active;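 active means compounds whose percent cytotoxicity in the single-dose primary screen, scaled between solvent and toxic-drug controls, exceeds 50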;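 further: 0% = DMSO solvent wells and 100% = doxorubicin-treated wells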
Spn DPM-DC inh: S. pneumoniae DPM-DC inhibition | 65,000 tested, 0.49% active | purified DPM-DC, PK/LDH coupled NADH fluorescence | calls only at 10 µM;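 active means the 320 compounds with the highest percent inhibition in the single-dose primary screen, excluding strongly autofluorescent ones, cut at about 32% in these data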;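 further: kinetic rate of NADH fluorescence loss reporting ADP formed by the decarboxylase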
Spn MK inh: inhibitors of Streptococcus pneumoniae mevalonate kinase. purified MK, PK/LDH-coupled NADH absorbance 340 nm. AID 555. 65,000 tested, 0.48% active. inhibition, % at 10 µM;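 active means ranked among the strongest by inhibition in the single 10 µM screen, a fixed top-ranked set picked for dose follow-up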; further: no value below 0 was filed
HPDE-C7 viability: cytotoxicity in HPDE-C7 cells, cell-based, fluorescence, HTS (AID 430); HPDE-C7 pancreatic duct cells viability, fluorescence; higher % means a stronger effect; 63,000 tested, 1.8% active; one-dose cytotoxicity, % at 10 µM; EC50 in µM for titrated hits;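 further: cells exposed to compound for 48 hours before viability readout; 0% = vehicle and 100% = reference cytotoxic drug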
LYP phosphatase: LYP phosphatase inhibitors, primary screen, biochemical, DiFMUP fluorescence, recombinant catalytic domain, 10 µM (AID 606). recombinant LYP catalytic domain, DiFMUP fluorescence; higher % means a stronger effect. inhibition, % at 10 µM; hits with a dose series show IC50 in µM. 52,000 tested, under 10 active;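 active means IC50 under 40 µM in the dose-response test; inactive means IC50 of 40 µM or more, or never dose-tested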
Spn PMK inh pilot replicates: further read-out of Spn PMK inh, marked with its call; inhibition, %; measured here: pilot screen replicates
Spn MK inh pilot replicates: also measured in Spn MK inh; calls as there; inhibition, %; measured here: pilot screen replicates
Spn DPM-DC inh pilot screen %: second read-out of Spn DPM-DC inh, no call of its own (marks repeat the call); inhibition, %; measured here: pilot screen trials
The depositor's hits bear a star; i = inactive; / = no result given; + = active, no number. Unless noted, no stated cut-off is given here; in the data, active means cytotoxicity above about 50%; inactive means the rest.

SMILES	Spn PMK inh	HT1080 cytotoxicity	TNAP inhibition	Bfl-1 inhibitors	KRASV12 cytotoxicity	Spn DPM-DC inh	Spn MK inh	HPDE-C7 viability	LYP phosphatase	others
COc1ccc(N2CCN(C(=O)CSc3nnc(C)c(=O)[nH]3)CC2)cc1	10.0	1.0%	8.2%	-0.3%	5.2%	i	0.0	4.4%	/
COc1ccccc1NC(=O)C1CC(=O)N(c2ccc(F)cc2)C1 (stereo not drawn)	5.0	3.7%	6.9%	-2.5%	-13.0%	i	0.0	-18.9%	-8.5%	Spn PMK inh pilot replicates=0.0;Spn MK inh pilot replicates=2.0;Spn DPM-DC inh pilot screen %=0.0
CCCCCOc1ccc(OC(=O)c2ccncc2)cc1	0.0	10.6%	5.6%	-2.6%	-0.5%	i	0.0	-6.6%	3.1%
Clc1ccc(Oc2nc(N3CCOCC3)nc(N3CCOCC3)n2)c(C2CCCCC2)c1	7.0	-7.4%	7.1%	-9.2%	3.5%	i	4.0	-0.1%	9.2%
N#CC12CCCCC1CC1CCCCC1(C#N)N2CCO (stereo not drawn)	0.0	-10.4%	0.3%	5.5%	-30.8%	i	3.0	-12.0%	9.7%
O=C(NC1CCCCC1)N(CCN1CCOCC1)Cc1cc2cc3c(cc2[nH]c1=O)OCCO3	10.0	5.9%	-7.4%	3.2%	-0.9%	/	9.0	-0.2%	-2.1%
CN(C)c1oc(-c2ccc(OCc3ccccc3)cc2)nc1C#N	14.0	-6.0%	6.3%	0.7%	-8.5%	/	10.0	-6.7%	/
CC(OC1=CC(=O)CCC1)C(=O)c1ccccc1 (stereo not drawn)	0.0	/	3.1%	-7.2%	-6.5%	i	3.0	-4.7%	/	Spn PMK inh pilot replicates=4.0;Spn MK inh pilot replicates=6.0;Spn DPM-DC inh pilot screen %=5.0
COc1ccc(S(=O)(=O)N2CCC(C(=O)NCC(c3cccs3)N(C)C)CC2)cc1 (stereo not drawn)	15.0	1.9%	6.7%	-1.1%	-2.8%	i	7.0	-4.8%	8.7%
COc1cccc(COc2nc3c(c(=O)n(C)c(=O)n3C)n2C)c1	5.0	-3.4%	12.3%	-13.4%	-12.0%	i	0.0	-4.3%	15.6%
CCOC(=O)N1CCN(C(=O)C2CCC(=O)N2C(C)C)CC1 (stereo not drawn)	20.0	5.1%	10.0%	-7.6%	-7.8%	i	2.0	4.7%	5.0%
O=C(CN1C(=O)CC(c2ccco2)Sc2ccccc21)Nc1ccccc1F (stereo not drawn)	8.0	5.8%	16.9%	8.1%	16.6%	i	8.0	9.1%	11.1%	Spn PMK inh pilot replicates=5.0;Spn MK inh pilot replicates=2.0;Spn DPM-DC inh pilot screen %=6.5
Cn1nc(OCc2ccccc2)ccc1=O	9.0	4.9%	5.3%	1.9%	-1.3%	i	0.0	-1.6%	10.9%
CN(C)C=Nc1ccc2nn(-c3ccccc3)nc2c1	0.0	12.5%	-2.3%	8.0%	-0.8%	/	10.0	2.1%	-4.0%
COc1ccc(C(c2sc3nc(C)nn3c2O)N2CCN(Cc3ccccc3)CC2)cc1OC (stereo not drawn)	7.0	-3.8%	6.5%	-0.3%	10.3%	i	0.0	-2.6%	5.2%
CCOC(=O)N1CCN(c2cc(=O)n(C3CCCCC3)c(=O)[nH]2)CC1	17.0	0.7%	-0.9%	-11.5%	-13.8%	i	1.0	-16.0%	16.4%
O=C(CN1C(=O)c2cccc3cccc1c23)Nc1ccc2c(c1)OCO2	6.0	-16.8%	5.9%	12.9%	9.7%	i	9.0	19.4%	9.6%
CCOc1ccc(OCC)c(NC(=O)C2CCN(c3ncccn3)CC2)c1	4.0	0.6%	-0.8%	-1.3%	-13.8%	i	0.0	-6.5%	3.3%	Spn PMK inh pilot replicates=1.5;Spn MK inh pilot replicates=0.0;Spn DPM-DC inh pilot screen %=3.0
CC(=O)NCCn1c(C)cc2ccccc21	8.0	-0.1%	12.3%	5.3%	-0.1%	i	5.0	-3.5%	15.1%
CCN(Cc1ccccc1)C(=O)C1CCN(Cc2ccc(OC)c(OC)c2OC)CC1	14.0	-2.5%	1.3%	0.5%	13.7%	i	5.0	9.1%	/
CCC(=O)N1CCc2cc(Br)cc(S(=O)(=O)CC(=O)OC)c21	10.0	1.5%	8.5%	-10.6%	7.5%	i	3.0	4.5%	14.2%
CC1CC(C)CN(c2nc3c(c(=O)[nH]c(=O)n3C)n2CCSc2nc3ccccc3o2)C1 (stereo not drawn)	4.0	-0.7%	6.7%	2.9%	2.4%	i	4.0	4.0%	7.5%
CN1CCN(c2nc(C(N)=O)cc(-c3ccccc3)n2)CC1	2.0	4.7%	-1.3%	17.9%	6.6%	i	11.0	8.2%	18.6%
Cc1ccccc1OCc1nnc(SCC(=O)Nc2ccc3c(c2)oc2ccccc23)n1C	6.0	3.4%	8.7%	-4.7%	-0.6%	i	7.0	0.5%	8.3%

6 compounds from above, arranged by SMILES length, falling:
SMILES	Spn PMK inh	HT1080 cytotoxicity	TNAP inhibition	Bfl-1 inhibitors	KRASV12 cytotoxicity	Spn DPM-DC inh	Spn MK inh	HPDE-C7 viability	LYP phosphatase	others
COc1ccc(C(c2sc3nc(C)nn3c2O)N2CCN(Cc3ccccc3)CC2)cc1OC (stereo not drawn)	7.0	-3.8%	6.5%	-0.3%	10.3%	i	0.0	-2.6%	5.2%
CCN(Cc1ccccc1)C(=O)C1CCN(Cc2ccc(OC)c(OC)c2OC)CC1	14.0	-2.5%	1.3%	0.5%	13.7%	i	5.0	9.1%	/
CCC(=O)N1CCc2cc(Br)cc(S(=O)(=O)CC(=O)OC)c21	10.0	1.5%	8.5%	-10.6%	7.5%	i	3.0	4.5%	14.2%
CN(C)C=Nc1ccc2nn(-c3ccccc3)nc2c1	0.0	12.5%	-2.3%	8.0%	-0.8%	/	10.0	2.1%	-4.0%
CC(=O)NCCn1c(C)cc2ccccc21	8.0	-0.1%	12.3%	5.3%	-0.1%	i	5.0	-3.5%	15.1%
Cn1nc(OCc2ccccc2)ccc1=O	9.0	4.9%	5.3%	1.9%	-1.3%	i	0.0	-1.6%	10.9%

The list goes on:
SMILES	Spn PMK inh	HT1080 cytotoxicity	TNAP inhibition	Bfl-1 inhibitors	KRASV12 cytotoxicity	Spn DPM-DC inh	Spn MK inh	HPDE-C7 viability	LYP phosphatase	others
O=C(Nc1ccc(N2CCN(Cc3ccccc3)CC2)cc1)c1cccnc1	2.0	5.3%	5.6%	-3.6%	10.0%	i	0.0	6.4%	2.5%
Cc1ccnc(NC(=O)Nc2ccc(F)cc2)c1	5.0	/	8.5%	-3.9%	3.7%	i	7.0	1.6%	/	Spn PMK inh pilot replicates=3.5;Spn MK inh pilot replicates=2.5;Spn DPM-DC inh pilot screen %=5.0
CCOc1ccccc1C1C(C(N)=O)=C(C)Nc2nc(-c3ccccc3Cl)nn21 (stereo not drawn)	11.0	0.4%	25.8%	3.8%	-15.2%	i	2.0	-5.0%	7.2%
Cc1ccc(CCNc2ccccc2)c[n+]1[O-]	2.0	-0.1%	10.6%	-3.8%	-10.6%	i	0.0	-0.9%	14.9%
Cc1nc2cc(O)ccc2n1C	18.0	-7.0%	7.1%	4.2%	14.4%	i	5.0	3.6%	-0.3%
c1coc(CNc2ncnc3sc4c(c23)CCCCC4)c1	16.0	24.4%	12.4%	-3.1%	-13.4%	i	4.0	-10.2%	-1.7%
COc1ccc(C2N(c3cc(Cl)ccc3OC)C(=O)C3CCCN32)cc1 (stereo not drawn)	7.0	-1.0%	-0.3%	1.1%	0.5%	i	10.0	0.3%	-8.7%
Cc1nc(SCC(=O)NCc2ccco2)c2c3c(sc2n1)CCCC3	6.0	-1.3%	0.8%	-3.0%	2.5%	i	8.0	-4.3%	14.2%
O=c1nc(-c2ccccc2)cc(-c2ccccc2)[nH]1	5.0	-11.5%	14.5%	2.3%	-6.8%	/	0.0	-1.2%	/
O=c1cc(O)sc2ccccc12	18.0	14.6%	3.8%	-1.0%	28.1%	i	5.0	19.0%	16.0%
COc1ccc(-n2nc(C(=O)NCC(=O)NCc3ccco3)c3ccccc3c2=O)cc1	5.0	0.5%	3.6%	-2.0%	2.8%	i	7.0	-6.8%	7.9%
CC1(C)Cc2c(C#N)c(NCCCO)nc(-c3ccccc3)c2CO1	6.0	-6.3%	-4.4%	-3.7%	-12.2%	/	7.0	-17.1%	-2.4%
COC(=O)c1ccccc1NC(=O)C(C)NS(=O)(=O)c1ccc(OC)cc1 (stereo not drawn)	7.0	1.2%	0.2%	-5.2%	1.9%	i	0.0	-19.8%	-3.5%
Cc1ccc(S(=O)(=O)NCCCOC(=O)Nc2ccncc2)cc1	9.0	-9.5%	13.7%	-7.9%	-1.6%	i	/	-13.3%	/
O=C(Nc1nc(-c2ccc(S(=O)(=O)N3CCCCCC3)cc2)cs1)c1cccs1	0.0	-4.4%	10.2%	-1.3%	-11.8%	i	0.0	-17.6%	0.9%	Spn PMK inh pilot replicates=3.5;Spn MK inh pilot replicates=0.5;Spn DPM-DC inh pilot screen %=4.5
CCCCOC(=O)CCn1c(=S)oc2ccccc21	6.0	11.6%	16.6%	-8.9%	13.2%	i	10.0	12.7%	1.6%
Cc1occc1C(=O)NC1CCCCCC1	12.0	-3.0%	6.7%	4.7%	-2.8%	i	5.0	0.1%	13.5%
O=C(COc1ccccc1Cl)NCCCN1CCOCC1	18.0	4.1%	5.5%	-6.8%	-8.8%	i	0.0	1.2%	8.2%	Spn PMK inh pilot replicates=0.5;Spn MK inh pilot replicates=0.0;Spn DPM-DC inh pilot screen %=0.0
CC1Cc2ccccc2N1c1ncnc2c1nnn2Cc1ccccc1 (stereo not drawn)	8.0	13.9%	15.0%	-7.1%	21.2%	i	0.0	13.7%	9.3%
CCOC(=O)c1ccccc1N/C=C1\CCCC1=O	1.0	-3.5%	10.0%	-3.3%	-14.1%	i	5.0	-10.3%	/
Cc1c(Cl)cccc1Nc1nc(N)nc(CSc2ncccn2)n1	10.0	/	5.4%	4.2%	-6.6%	i	4.0	-6.2%	3.8%
CCCCCn1c(=NC(C)=O)c(C#N)cc2c(=O)n3cccc(C)c3nc21	10.0	3.2%	1.8%	-4.8%	9.4%	/	0.0	8.3%	8.0%
Cc1cccc(OCCCc2c(C)n[nH]c2C)c1	26.0*	0.3%	10.2%	7.9%	12.8%	i	11.0	-7.3%	5.0%	Spn PMK inh pilot replicates=+;Spn MK inh pilot replicates=4.5;Spn DPM-DC inh pilot screen %=0.0
Cn1nccc1C(=O)Nc1ccccc1C(=O)O	12.0	-0.6%	-5.2%	0.6%	12.9%	i	4.0	8.6%	16.2%
CCOC(=O)CSc1nnc(CNC(=O)c2ccccc2OC)n1-c1ccc(OC)cc1	15.0	0.3%	-8.3%	0.3%	0.9%	i	7.0	0.3%	/
O=C(NC1CCCCC1)c1ccc(S(=O)(=O)N2CCCCC2)cc1	3.0	0.9%	9.8%	2.8%	1.2%	i	10.0	7.1%	0.6%	Spn PMK inh pilot replicates=0.0;Spn MK inh pilot replicates=0.5;Spn DPM-DC inh pilot screen %=0.0
Cc1cccn2c(=O)c(C=Nc3ccc(Cl)cc3)c(NCCO)nc12	11.0	14.9%	/	/	/	i	1.0	/	/
